VEEV TC-83 Vero – inhibitors of VEEV TC-83 cytopathic effect, confirmation, Vero cells (AID 588727). one-dose inhibition, % at 20 µM; IC50 in µM for titrated hits. Vero cells, VEEV TC-83 cytopathic effect inhibition; higher % means a stronger effect. 350,000 tested, 0.13% active; in the data active means a potency from the dose series; inconclusive means inhibition mostly from about 14% at the one dose, without a potency; inactive means the rest, 99 in 100 with inhibition below about 12%; further: strong numbers were not always called active
M. tuberculosis – growth inhibition of non-replicating M. tuberculosis (AID 488890); Mycobacterium tuberculosis non-replicating, growth inhibition; higher % means a stronger effect; inhibition, % at 25 µM; hits with a dose series show IC50 in µM; 320,000 tested, 0.39% active; in the data active means a potency from the dose series; inconclusive means inhibition mostly from about 82% at the one dose, without a potency; inactive means the rest, 99 in 100 with inhibition below about 76%;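 further: plate controls were DMSO cells for no effect and high antibiotic wells for full effect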
PhoP GFP inhibition – Inhibition of PhoP regulon, Salmonella typhi GFP reporter cells, confirmation, 4 h (AID 1850) | Salmonella Typhi PhoP-promoter GFP reporter, fluorescence, 4 h; higher % means a stronger effect | inhibition, % at 50 µM; hits with a dose series show IC50 in µM | 310,000 tested, 0.33% active; in the data active means a potency from the dose series; inconclusive means inhibition mostly from about 25% at the one dose, without a potency; inactive means the rest, 99 in 100 with inhibition below about 19%;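 further: 0% = induced wells with vehicle and 100% = uninduced wells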
M. tuberculosis HTS – M. tuberculosis growth inhibition, HTS (AID 449762) | M. tuberculosis H37Rv growth inhibition, 7H9 media; higher % means a stronger effect | inhibition, % at 25 µM; hits with a dose series show IC50 in µM | 330,000 tested, 0.59% active; in the data active means a potency from the dose series; inconclusive means inhibition above about 70% without an active follow-up result;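 further: bacterial growth assessed after seven days of incubation; strong numbers were not always called active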
influenza NS1A – NS1A inhibition, H1N1 influenza, cell based functional assay (AID 504329) | 340,000 tested, 0.3% active | inhibition, % at 12.5 µM; hits with a dose series show IC50 in µM | NS1A functional cell-based assay, percent inhibition; higher % means a stronger effect; in the data active means a potency from the dose series; inconclusive means inhibition above about 27% without an active follow-up result; further: strong numbers were not always called active
VEEV TC-83 Vero 10K pilot screen – recorded beside VEEV TC-83 Vero, whose call it bears; inhibition, %; measured here: 10K pilot screen inhibition
The depositor's hits bear a star; i = inactive; ? = inconclusive; nt = not tested or not shown.

SMILES	VEEV TC-83 Vero	M. tuberculosis	PhoP GFP inhibition	M. tuberculosis HTS	influenza NS1A	others
COc1cc2[nH]c(=O)n(Cc3ccc(C(=O)N4CCC(N5CCCCC5)CC4)cc3)c(=O)c2cc1OC	9.8%	-5%	38%	0%	-5%
CC(C)CC(=O)Nc1nnc(S(=O)(=O)N2c3ccccc3CC2C)s1 (stereo not given)	0.7%	1%	nt	-3%	-6%
COc1ccc(OCC(=O)NCCC2=CCCCC2)c([N+](=O)[O-])c1	1.0%	68%	-5%	8%	-10%
COc1ccc(C(=O)N/N=C/c2c(C)[nH]c(=O)[nH]c2=O)cc1	i	1%	11%	-4%	2%
O=C(NCCNC(=O)c1ccco1)c1ccc(Cl)c(Cl)c1	1.4%	-6%	1%	2%	5%
CCOc1cccc(C(=O)Nc2cc(C)ccc2NC(=O)c2ccco2)c1	8.8%	nt	nt	nt	-12%
COCCN(C(=O)c1cc(S(=O)(=O)N2CCCCC2)ccc1Cl)c1c(N)n(CC(C)C)c(=O)[nH]c1=O	i	nt	nt	nt	-1%
O=S(=O)(CCNCc1ccco1)NCc1ccccc1	i	nt	nt	nt	-12%
CCCCCC(=O)Nc1cc(S(=O)(=O)N2CCCCC2)ccc1N1CCOCC1	6.2%	-7%	-13%	-10%	-10%
COc1cc(C(=O)Nc2ccc(F)cc2Cl)ccc1OCC(=O)N1CCOCC1	2.1%	-1%	0%	3%	4%
O=C(Nc1cccc(Cl)c1)c1nc[nH]c1C(=O)NCc1ccccc1	0.0%	nt	nt	37%	-10%
CCCOc1ccc(C2C(C(=O)c3ccco3)=C(O)C(=O)N2CCCn2ccnc2)cc1 (stereo not given)	1.1%	15%	7%	0%	11%
CCOc1ccc(NC(=O)CN(C)C(=O)C2CC(=O)N(CCc3ccccc3)C2)cc1OCC (stereo not given)	i	10%	1%	-6%	-2%
COc1cccc(NC(=O)CN(C)C(=O)CCNC(=O)c2ccccc2OC)c1	4.4%	nt	nt	nt	4%
O=C(CN1C(=O)NC(Cc2c[nH]c3ccccc23)C1=O)Nc1cccc(S(=O)(=O)N2CCCC2)c1 (stereo not given)	i	-3%	-4%	-1%	-4%
COc1ccc(-c2nn(-c3ccccc3)cc2C(=O)O)cc1OC	0.8%	-4%	8%	3%	-2%
Nc1nc(-n2cnnc2)nn1-c1ccccc1	i	-3%	-8%	-7%	-1%
O=C(Nc1ccc(-c2nc3ccccc3o2)cc1)c1cccnc1	7.3%	17%	13%	5%	12%
CCOC(=O)C1=C(C)N=C2SC(C)C(=O)N2C1c1cccc(F)c1 (stereo not given)	4.2%	26%	8%	-3%	-6%
CCOC(=O)C1=C(C)NC(=S)NC1c1ccc(-c2ccc(Cl)cc2)o1 (stereo not given)	7.6%	21%	-13%	?	3%
O=C1c2cc(S(=O)(=O)NCCCO)ccc2-c2ccc(S(=O)(=O)NCCCO)cc21	i	3%	1%	5%	-12%
CCOC(=O)c1c(CN(C)C)n(-c2ccccc2)c2cc(Br)c(OC)cc12	6.6%	33%	-9%	6%	10%
Cc1cc(C)cc(N(CC(=O)Nc2cccc(C)n2)S(=O)(=O)c2c(C)noc2C)c1	10%	20%	-20%	-5%	7%
COCCN(C(C)=O)c1nnc(-c2cnccn2)s1	0.2%	-6%	-2%	-6%	8%
Cc1ccc(-n2ccc(=O)c(C(=O)Nc3ccc(S(=O)(=O)Nc4nccc(C)n4)cc3)n2)cc1	2.1%	7%	4%	-2%	-6%
CCCN(CCC)CCCNC(=O)c1cn(CCOC)c(=O)c2c1c1ccccc1n2C	3.7%	nt	-8%	nt	1%
C=C(C)CSc1nc(N)c2c(C)c(C)sc2n1	i	-8%	-5%	-9%	10%
COc1ccc(Cl)cc1Nc1nc(C)cc(C)c1C(N)=O	6.6%	-19%	7%	-4%	-9%
CCCCCNC(=O)CCCCn1c(=O)[nH]c2cc(OCC)c(OCC)cc2c1=O	8.8%	8%	-20%	7%	4%
Cc1ccc(C(=O)Nc2c(C)cc(-c3ccccc3)oc2=O)cc1	1.4%	-3%	9%	2%	-1%

The list goes on; the last 5 above are carried over.
SMILES	VEEV TC-83 Vero	M. tuberculosis	PhoP GFP inhibition	M. tuberculosis HTS	influenza NS1A	others
CCCN(CCC)CCCNC(=O)c1cn(CCOC)c(=O)c2c1c1ccccc1n2C	3.7%	nt	-8%	nt	1%
C=C(C)CSc1nc(N)c2c(C)c(C)sc2n1	i	-8%	-5%	-9%	10%
COc1ccc(Cl)cc1Nc1nc(C)cc(C)c1C(N)=O	6.6%	-19%	7%	-4%	-9%
CCCCCNC(=O)CCCCn1c(=O)[nH]c2cc(OCC)c(OCC)cc2c1=O	8.8%	8%	-20%	7%	4%
Cc1ccc(C(=O)Nc2c(C)cc(-c3ccccc3)oc2=O)cc1	1.4%	-3%	9%	2%	-1%
O=C1CC(N2CCSCC2)C(=O)N1CCc1ccccc1 (stereo not given)	0.8%	i	2%	-3%	11%
Cn1c(Cc2ccccc2)n[nH]c1=S	0.5%	-2%	0%	-3%	-6%
COc1ccccc1N(CC(=O)N(C)Cc1ccccc1)S(=O)(=O)c1cccs1	6.5%	20%	nt	-5%	-1%
CCOc1cc(/C=C2/NC(=S)NC2=O)ccc1OCc1ccc([N+](=O)[O-])cc1	5.3%	1%	-1%	4%	-2%
CCCCC(CC)CN=C(N)NC(N)=NCCCCCCN=C(N)NC(N)=NCC(CC)CCCC (stereo not given)	i	?	2.7µM*	3.6µM*	16%
O=C(OCC(=O)N1CCCC1=O)c1ccc(F)c(S(=O)(=O)N2CCOCC2)c1	2.1%	-5%	-2%	-11%	10%
O=C1NC(=O)C(CCc2ccccn2)(Cc2cccc(Cl)c2Cl)C(=O)N1c1ccc(Br)cc1 (stereo not given)	2.2%	7%	-6%	1%	26%
Cc1nnc(N2C(=O)c3cccc4c([N+](=O)[O-])ccc(c34)C2=O)s1	0.2%	70%	-26%	-2%	-1%
CCOC(=O)N1CCN(CCC(=O)Nc2ccc(Br)c(C)c2)CC1	0.1%	22%	12%	?	9%
CCN(C1CCS(=O)(=O)C1)S(=O)(=O)c1ccc(OC)c(OC)c1 (stereo not given)	0.7%	1%	3%	-5%	9%
Cc1ccc(SCC(=O)OCC(=O)N(C)CC(=O)Nc2ccccc2Cl)cc1	0.4%	13%	-3%	7%	-77%
CCOc1ccccc1CNCCN1CCOCC1	2.3%	-2%	2%	5%	-1%
COc1cc2c(cc1OC)-c1cc(Nc3ccc(F)cc3)nc(=O)n1CC2	7.8%	-8%	10%	-8%	2%
O=C(CCN1C(=O)c2cccc([N+](=O)[O-])c2C1=O)Nc1nccs1	0.7%	-5%	-9%	-18%	9%
Cc1nc(NC(=O)/C=C/c2ccccc2)sc1C(=O)Nc1cccc(Cl)c1	0.3%	-4%	-4%	-10%	-5%

Some of these compounds in order of count of non-hydrogen atoms, low to high:
SMILES	VEEV TC-83 Vero	M. tuberculosis	PhoP GFP inhibition	M. tuberculosis HTS	influenza NS1A	others
Cn1c(Cc2ccccc2)n[nH]c1=S	0.5%	-2%	0%	-3%	-6%
CCOc1ccccc1CNCCN1CCOCC1	2.3%	-2%	2%	5%	-1%
COc1cc2c(cc1OC)-c1cc(Nc3ccc(F)cc3)nc(=O)n1CC2	7.8%	-8%	10%	-8%	2%

Following part.
SMILES	VEEV TC-83 Vero	M. tuberculosis	PhoP GFP inhibition	M. tuberculosis HTS	influenza NS1A	others
CC1=CC(C)(C)NC(=S)N1c1cccc(Cl)c1	5.0%	nt	nt	nt	-2%
O=C(COc1ccc(Cl)cc1)NCCSCc1cccc(Cl)c1	i	48%	-5%	-1%	1%	VEEV TC-83 Vero 10K pilot screen=1.1
COc1ccc(CC(=O)NCC2(N3CCCCC3)CCCCC2)cc1	0.1%	27%	3%	0%	1%
O=Cc1ccc(OCCN2CCCC2=O)cc1	0.8%	0%	3%	39%	-4%
Cc1cccc(N=C2NN=C(c3ccc4c(c3)OCCO4)CS2)c1	0.0%	50%	-2%	16%	24%
Cc1cccc(Nc2nnc(SCC(=O)NCc3cccs3)s2)c1	1.9%	65%	8%	7%	9%
O=C(COc1ccccc1Br)Nc1ccc(S(=O)(=O)N2CCCC2)cc1	8.6%	7%	nt	7%	-2%
CC1(C)CC(=O)C=C(Nc2ccc3c(c2)OCCO3)C1	0.6%	-10%	-4%	-7%	-14%
Cc1ccc2c(-c3ccc([N+](=O)[O-])cc3)cc(=O)[nH]c2c1	i	nt	-6%	-1%	15%
O=S(=O)(NCCc1csc(-c2cccnc2)n1)c1cccs1	2.5%	-7%	-5%	-12%	8%	VEEV TC-83 Vero 10K pilot screen=2.7
CC(C)CN(C(=O)CSc1nc(-c2ccccc2)cn1N)c1c(N)n(Cc2ccccc2)c(=O)[nH]c1=O	14%	27%	3%	3%	11%
C#CCCCCCCC#CCN(C)C	i	68%	10%	-2%	-12%
CC(=O)Nc1ccc2nsnc2c1	2.9%	-9%	1%	-7%	nt
CC1Cc2ccccc2N1C(=O)COC(=O)CNC(=O)c1ccc(Br)o1 (stereo not given)	2.5%	9%	5%	-10%	8%
CCCCn1c(SCC(=O)NCc2ccco2)nc2cc(S(N)(=O)=O)ccc21	0.9%	nt	-3%	5%	1%
O=C(CN1C(=O)NC2(CCCC2)C1=O)Nc1ccc(Cl)cc1C(F)(F)F	0.6%	4%	13%	-13%	1%
Cc1cc(NC(=O)CSc2nccn2-c2ccc([N+](=O)[O-])cc2)no1	0.8%	-3%	5%	-10%	1%
COc1ccc(NCc2nnc(SCC(=O)NCc3ccco3)n2-c2ccccc2OC)cc1	1.6%	nt	7%	-11%	8%
C/C(CC(=O)Nc1ccc(N(C)C)cc1)=N\NC(=O)c1cnccn1	i	28%	-3%	12%	7%
CC(C)C(C)NC(=O)COc1ccc(S(=O)(=O)N2CCOCC2)cc1Cl (stereo not given)	0.1%	1%	4%	-1%	2%
